# Source: PubChem BioAssay
# PAX8 inh HTS – lowers PAX8-driven luciferase in RMG-I cells; inhibition, % at 12.6 µM; RMG-I TPO-luciferase reporter, SteadyGlo, 24 h; 360,000 compounds, 1.2% hits;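 active means mean replicate inhibition at least 60% with every replicate also reaching 60%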;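 further: luciferase light reporting Pax8 driven TPO promoter activity; plate controls were median of neutral control wells for no effect and mitoxantrone controls for full effect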
# Cneo AK release – Cryptococcus neoformans lysis via adenylate kinase release | C. neoformans lysis, adenylate kinase release luminescence, 4 h; normalised: neutral wells 0, clomiphene wells 100 | lysis activity, % at 15 µM | 360,000 compounds, 0.2% hits | AID 651654;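 active means mean lysis activity across replicates of at least 80%, whatever share of replicates individually reach that level; inactive means mean lysis activity below 80%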
#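 Material: C. neoformans cells; Schedule: 4 h static compound exposure, 37 °C, read 1 h post-reagent; Measured by: adenylate kinase release luminescence; Read-out: signal increase indicating cell lysis; Controls: Clomiphene as positive lysis control.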
# LGR2 inh – inhibitors of bursicon-induced Drosophila LGR2 receptor cAMP signaling. HEK293 LGR2, CRE-luciferase, bursicon-stimulated, 4 h. inhibition, % at 9.99 µM. 380,000 compounds, 0.35% hits;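 active means drop in luminescence signal, shown as inhibition above about 50% in the replicate tests, limit read from the data, passing the limit was not always enough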;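 further: agonist challenge used bursicon conditioned medium at about half maximal strength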
# Casp6 inh – inhibitors of human caspase-6. purified caspase-6, Z-VEID-R110 cleavage fluorescence. inhibition, % at 12.5 µM. 350,000 compounds, 0.53% hits. P55212;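 active means mean inhibition across replicates at least about 35%, with every replicate also reaching that limit, limit read from the data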;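 further: 0% = median of neutral control wells and 100% = no fluorescence left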
# Target sequence (P55212 24-179 limits assumed): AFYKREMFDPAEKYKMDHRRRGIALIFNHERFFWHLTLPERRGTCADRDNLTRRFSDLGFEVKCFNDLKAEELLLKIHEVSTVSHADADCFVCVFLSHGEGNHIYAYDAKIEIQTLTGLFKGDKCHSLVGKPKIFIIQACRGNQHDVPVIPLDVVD
# Target sequence (P55212 194-293 limits assumed): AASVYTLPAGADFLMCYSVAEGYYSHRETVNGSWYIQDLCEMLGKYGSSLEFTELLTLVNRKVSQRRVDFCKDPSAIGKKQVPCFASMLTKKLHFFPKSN
# EWS-Fli block – inhibitors of EWS/Fli oncoprotein transcriptional activity | 350,000 compounds, 0.67% hits | A673 NR0B1-luciferase reporter, viability-normalised | inhibition, % at 12.6 µM;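 active means mean inhibition of at least 50% after viability correction, with every replicate also passing that limit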;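 further: firefly luciferase signal divided by Alamar Blue viability fluorescence both relative to DMSO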
# miR-122 sensor – miR-122 inhibition in Huh7 cells; Huh7 miR-122 Renilla luciferase sensor, 48 h; neutral wells = 0, positive control = 100; activation (reporter increase), % at 12.5 µM; 340,000 compounds, 0.3% hits;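 active means mean replicate activation score at least 90 and every replicate individually at or above 90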;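 further: higher luciferase means less miR-122 activity so hits act as miR-122 inhibitors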
# PGC1a acetyl inh – modulators of PGC1a acetylation | U2OS PGC1a acetylation, AlphaScreen anti-acetyl-lysine; with virally co-expressed GCN5 acetyltransferase | inhibition, % at 15.6 µM | 350,000 compounds, 0.17% hits;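 active means every replicate shows inhibition of at least 40%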;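 further: 0% = neutral control wells and 100% = positive control wells; some results beyond the cut were filed as inactive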
# FN deposition inh – fibronectin deposition inhibition. AH1F fibroblasts, Alexa488-fibronectin deposition fluorescence, overnight. inhibition, % at 12.6 µM. 350,000 compounds, 0.086% hits. AID 743247;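 active means mean inhibition across replicates of 30% or more, regardless of how many single replicates reach that level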;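 further: positive control wells lacked labelled fibronectin entirely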
#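 test system = AH1F fibroblasts assembling fluorescent fibronectin matrix | quantity = 10000 AH1F cells per well | buffer or medium = DMEM plus 2% serum, read in PBS | doses = single dose, pinned | incubation = 1 h cell attachment, overnight exposure to compound and label | detection = fluorescence at 485 nm excitation, 525 nm emission | read-out basis = inhibition from reduced deposited-fibronectin fluorescence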
# An asterisk follows results filed as active; . = no result given; [ ] = dose if it differs, or a comment.
SMILES,PAX8 inh HTS,Cneo AK release,LGR2 inh,Casp6 inh,EWS-Fli block,miR-122 sensor,PGC1a acetyl inh,FN deposition inh
CC(=O)Nc1cccc(NC(=O)c2ccc([N+](=O)[O-])cc2Cl)c1,0,11,7,3,-5,1,7,19
CCOc1cc(C(=O)Nc2ccc(S(=O)(=O)Nc3cnc4ccccc4n3)cc2)cc(OCC)c1OCC,-48,.,.,7,11,.,.,0
COC(=O)C1C(=O)C=C(Nc2ccc(F)cc2F)CC1c1ccc(OC)cc1 (configuration not stated),20,1,-4,-4,-20,3,4,8
CN(C)c1ccc2c(c1)[C@H]1C[C@H](CC(=O)NCc3ccc(-c4ccccc4)cc3)O[C@@H](CO)[C@H]1O2,10,-1,-3,.,3,10[16.7 µM],-11,4
CCNC(=O)Nc1ccc2c(c1)C(=O)N(C)[C@@H]1CC[C@H](CC(=O)N[C@H](C)c3ccccc3)O[C@@H]1CO2,-2,-7,-20,.,-3,.,.,2
COC(=O)[C@@]1(Cc2ccc(OC)cc2)[C@@H]2[C@@H](CC(=O)[C@H]2CC(=O)C(=O)N(C)C)CN1C(=O)c1ccccc1,-3,0,-42,1,2,-1,4,-2
COCCN(C[C@H]1N[C@H](CO)[C@@H]1c1ccc(-c2cccc(C#N)c2)cc1)C(C)=O,.,.,6,1,-2,.,.,-9
Cc1ccc(-c2ccc(C(=O)Nc3ccccc3)o2)c2ccccc12,-16,-15,14,-4,-18,-1,0,11
O=C(NCc1ccc2c(c1)OCO2)Nc1cccc2ccccc12,4,-3,4,-2,-6,6,-1,-12
CCC(C)[C@H](NC(=O)[C@H](Cc1ccccc1)n1c(=O)[nH]c2ccccc2c1=O)C(=O)N1CCC(C(=O)O)CC1 (some centres not stated),.,1,18,2,-5,-2,-13,.
CCOc1ccc(NC(=O)CSc2nc3c([nH]c4ccccc43)c(=O)n2C)cc1,13,-5,11,0,6,7,0,0
CN(c1ccccn1)c1ncnc2[nH]ncc12,-12,-5,-12,-1,9,11,-5,-5
O=C(CSCc1c(Cl)cccc1Cl)Nc1cccnc1,7,-2,-12,1,-5,-6,0,-5
Cc1cc(C)cc(NC(=O)c2cccc(N3C(=O)C4C5C=CC(C5)C4C3=O)c2)c1 (configuration not stated),1,-1,-14,4,.,0,-9,4
CCOC(=O)c1cc2c(ccn2C)n1CC(=O)N1CCN(c2cccc(C(F)(F)F)c2)CC1,-13,1,.,.,.,-5,0,-8
CCC(=O)Nc1ccc2c(c1)OC[C@H](C)N(C(=O)CN(C)C)C[C@@H](C)[C@H](OC)CN(C)C2=O,6,1,-5,-3,1,-5[16.7 µM],10,-15
O=C(Nc1ccncc1)Nc1cccc(F)c1,-30,0,-1,-2,-24,-7,.,1
Cc1cc(C(=O)OCC(=O)N2CCCC2)c2ccccc2n1,.,-1,8,2,11,-3,-6,.
COc1ccc(NC(=O)C/C(C)=N/NC(=O)c2cnccn2)cc1Cl,10,1,-18,4,-6,-3,-6,7
O=C(Nc1cc(S(=O)(=O)N2CCOCC2)ccc1N1CCCC1)C1COc2ccccc2O1 (configuration not stated),-5,0,-3,-2,-14,0,3,-5
COc1ccc(S(=O)(=O)Nc2ccc3c(c2)C(=O)N([C@@H](C)CO)C[C@@H](C)[C@@H](CN(C)S(=O)(=O)c2ccccc2)OCCCC[C@@H](C)O3)cc1,21,.,10,1,7,.,-12,.
COc1ccc(C(=O)Nc2ccc3ccccc3c2)c(OC)c1,-71,-23,45,43*,10,10,13,-5
C[C@@H]1CCCCO[C@@H](CN(C)S(=O)(=O)c2cn(C)cn2)[C@H](C)CN([C@@H](C)CO)C(=O)c2cc(NC(=O)c3ccncc3)ccc2O1,-5,0,-1,1,1,5[16.7 µM],6,.
COc1ccc(NC(=O)CC2SC(=Nc3ccccc3)NC2=O)c(OC)c1 (configuration not stated),3,0,8,2,4,.,-22,8
COc1ccc(S(=O)(=O)N(C)C[C@H]2Oc3ccc(NC(=O)Cc4cn(C)c5ccccc45)cc3CC(=O)N([C@@H](C)CO)C[C@@H]2C)cc1,.,-1,8,-3,8,-5[16.7 µM],-3,.
COc1cc2ncnc(NCc3ccc4c(c3)OCO4)c2cc1OC,9,1,-6,3,8,-6,8,15
CCC(=O)N1CCCC(C)(C(=O)NS(=O)(=O)c2ccccc2Cl)C1 (configuration not stated),1,0,1,0,-1,6,-2,5
Cc1ccc2nc(SCC(=O)NC3CC3)[nH]c2c1,-46,-2,-9,3,-32,.,.,.
COc1ccc(Nc2nc(Cl)nc(NCCO)n2)cc1,-8,-2,-14,.,.,6,7,1
CN1CCN(C(=O)C[C@H]2CC[C@H]3[C@@H](COC[C@H](O)CN3Cc3cccc(Cl)c3)O2)CC1,-3,51,-20,-1,-1,-2[16.7 µM],-2,4
COc1cccc(NC(=O)C(Cc2ccccc2)NC(=O)C2CCC(C)CC2)c1 (configuration not stated),14,-1,-15,.,.,1,9,8
CN(C)[C@H]1N(C(=O)c2ccc(Br)cc2)N=C2c3ccccc3S(=O)(=O)N21,-6,0,-6,1,.,35,8,-13
CCOc1ccc(S(=O)(=O)Nc2ccccc2SC)cc1,.,-1,2,.,.,4,-6,-1
CC(=O)c1ccc(OCCCC(=O)NC2=NCCS2)cc1,.,-1,.,.,.,-14,8,-13
C[C@@H]1CCCCO[C@@H](CN(C)C(=O)c2ccncc2)[C@H](C)CN([C@H](C)CO)C(=O)c2cc(N(C)C)ccc2O1,-11,1,6,1,4,5[16.7 µM],1,.
COc1c(C)cc(C(=O)C2CCCN(C(=O)c3cc(C4CC4)[nH]n3)C2)cc1C (configuration not stated),8,2,-19,-2,3,-3,2,2

# Some of the entries so far, with two lines to a compound:
# Values in the order – PAX8 inh HTS, Cneo AK release, LGR2 inh, Casp6 inh, EWS-Fli block, miR-122 sensor, PGC1a acetyl inh, FN deposition inh
- Cc1ccc2nc(SCC(=O)NC3CC3)[nH]c2c1
→ -46, -2, -9, 3, -32, ., ., .
- COc1ccc(Nc2nc(Cl)nc(NCCO)n2)cc1
→ -8, -2, -14, ., ., 6, 7, 1
- CN1CCN(C(=O)C[C@H]2CC[C@H]3[C@@H](COC[C@H](O)CN3Cc3cccc(Cl)c3)O2)CC1
→ -3, 51, -20, -1, -1, -2[16.7 µM], -2, 4
- COc1cccc(NC(=O)C(Cc2ccccc2)NC(=O)C2CCC(C)CC2)c1 (configuration not stated)
→ 14, -1, -15, ., ., 1, 9, 8

# (further entries)
SMILES,PAX8 inh HTS,Cneo AK release,LGR2 inh,Casp6 inh,EWS-Fli block,miR-122 sensor,PGC1a acetyl inh,FN deposition inh
CCOc1ccc(N(C(=O)CNC(=O)c2ccco2)C(C(=O)NC2CCCC2)c2ccco2)cc1 (configuration not stated),27,0,0,1,-10,-6,.,-3
Cc1cc(C)n(CC(O)COc2ccccc2C(=O)Nc2ccccc2)n1 (configuration not stated),.,1,.,.,.,1,-11,13
CC(=O)c1ccc(Nc2nc(CN)cs2)cc1,11,1,0,2,-4,-3,.,-1
Cn1c(=O)n(Cc2ccc(F)cc2)c(=O)c2c1nc1n2CCN1Cc1ccco1,22,-3,-8,1,6,-2,8,4
O=C(Nc1ccccc1)N1CCCCN2[C@@H](CO)[C@@H](c3ccc(-c4ccccc4)cc3)[C@@H]2C1,-5,-1,27,-5,65*,54[16.7 µM],-9,.
COc1ccc(N2CCN(C(=S)Nc3cc(C)ccc3C)CC2)cc1,.,5,-10,1,10,-4,-2,.
COc1ccc(-n2c(COc3ccc4ccccc4c3)nnc2SCC(=O)NCc2ccco2)cc1,.,0,7,8,-3,-1,-20,.
CCC(=O)Nc1ccc(N2CCOCC2)c(S(=O)(=O)Nc2ccc(OC)cc2)c1,3,.,-3,2,11,.,-2,2
C[C@@H]1CN([C@@H](C)CO)C(=O)Cc2cc(NC(=O)CCCCCC(=O)Nc3ccccc3N)ccc2O[C@H]1CN(C)C(=O)Nc1ccc(F)cc1,.,.,-4,-2,-1,0[16.7 µM],-4,-1
C#Cc1cc(N2CCN(C(=O)c3ccoc3)CC2)n2nc(-c3cccc(Cl)c3)cc2n1,107*,-1,27,3,53*,-27,.,-3
CCC(c1nnc(SCC(=O)N2CCOCC2)n1C1CCCCC1)N(C)C (configuration not stated),0,1,8,-2,3,6,5,4
O=C(NCC[C@H]1CC[C@@H](NC(=O)C2CCOCC2)[C@@H](CO)O1)c1cc(Cl)cc(Cl)c1,8,-16,5,0,-3,.,-10,-7
COc1cccc(CN2CCN(c3ccc(F)cc3)C2=O)c1,-16,.,-44,4,-12,.,4,.
C[C@H](CO)N1C[C@H](C)[C@H](CN(C)Cc2cccc(F)c2)Oc2ncc(C#CCN(C)C)cc2C1=O,10,.,8,0,2,.,6,-18
Cc1ccc([C@@]2(OC(=O)c3ccccc3)C(=O)N(C(=O)OC(C)(C)C)c3ccccc32)cc1,-14,.,-8,1,3,.,.,16
COc1cccc(CNS(=O)(=O)c2ccc3c(c2)N(C)CCO3)c1,3,-1,0,1,.,31,-2,-8
CCCC(=O)Nc1ccc2c(c1)OC[C@@H](C)N(Cc1cncnc1)C[C@@H](C)[C@@H](OC)CN(C)C2=O,-27,94*,-15,-2,6,.,-5,-10
C[C@H]1CCCCO[C@H](CN(C)S(=O)(=O)c2ccc(Cl)cc2)[C@@H](C)CN([C@@H](C)CO)C(=O)c2cc(NC(=O)Nc3cccc4ccccc34)ccc2O1,0,78,-6,2,8,0[16.7 µM],3,5
COc1ccc(-c2ccc3c(c2)O[C@@H](CN(C)C)[C@H](C)CN([C@@H](C)CO)S3(=O)=O)cc1,.,55,-16,-1,3,0[16.7 µM],-41,12
N#CCSc1n[nH]c2nc3c(c(=O)n12)C1(CCCCC1)Cc1ccccc1-3,9,-1,-11,2,0,7,-7,-7
COC(=O)[C@]1(C)N[C@H](c2ccc(-c3cccc(Cl)c3)cc2)[C@@H]2C(=O)N(C)C(=O)[C@@H]21,-22,0,14,1,-8,-11,-6,5
COc1ccc(S(=O)(=O)N(C)C[C@@H]2Oc3ccc(NC(=O)Nc4ccc5c(c4)OCO5)cc3CC(=O)N([C@H](C)CO)C[C@H]2C)cc1,-16,-4,-26,2,-12,-5[16.7 µM],-2,.
CCCCOC(=O)Cn1c(-c2ccccc2)nc2ccccc2c1=O,6,5,-8,.,.,2,-19,5
Cc1ccc(S(=O)(=O)Nc2ccc3c(c2)CC(=O)N([C@H](C)CO)C[C@H](C)[C@@H](CN(C)C)O3)cc1,-13,0,11,0,-7,6[16.7 µM],8,.
CO[C@H]1CN(C)C(=O)c2ccc(NC(=O)c3ccccc3)cc2OC[C@H](C)N(CC2CC2)C[C@H]1C,.,-1,1,-2,8,9[16.7 µM],-14,-5
Cc1ccc2c(c1)C1CC(C)(O2)N(c2cccc(C(=O)NCc3ccccn3)c2)C(=O)N1 (configuration not stated),18,0,7,-1,.,0,4,-2
O=C(C[C@H]1CC[C@H](NC(=O)c2ccc3c(c2)OCO3)[C@@H](CO)O1)NCc1ccc(F)cc1,0,-8,17,-1,-1,.,11,.
c1ccc(Cc2nnc3sc(-c4ccc5c(c4)OCCO5)nn23)cc1,-92,0,-66,0,-51,0,7,1
COc1cccc2sc(N(CCCN(C)C)C(=O)c3sc4ccccc4c3Cl)nc12,21,4,21,2,4,7,2,6
NS(=O)(=O)c1ccc(NC(=O)CCC(=O)c2cccs2)cc1,10,-3,-18,0,-3,1,.,-2
CN(CCC#N)c1ccc(C=C(C#N)c2ccc(Br)cc2)cc1,-92,.,-4,-11,-40,.,.,-8
